# Screening results as filed in PubChem BioAssay.
# TRPC4 block – blocks the mouse TRPC4 cation channel. HEK293 TRPC4beta/mu-opioid, DAMGO-evoked Fluo4 calcium flux; active compounds read low. B-score at 10 µM. 300,000 tested, 0.39% active. AID 2247;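 active = B-score over 3 SD under the library average, no early fluorescence shift, positive overall ratio signal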
#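 Signal: kinetic Fluo4 fluorescence imaging of calcium influx. Material: stable TRPC4beta/mu-opioid receptor HEK293 cells. Probe or stimulus: DAMGO in two steps, submaximal then maximal.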
# SKKanGAS inh – inhibitors of SKKanGAS S. pyogenes growth in kanamycin (SK-promoter or general growth effect). BacTiter-Glo, 6 h. inhibition, % at 7.5 µM. 300,000 tested, 1.3% active;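 active = mean replicate score, as percent of positive control median, at least 50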;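 also: strain carries kanamycin resistance gene driven by streptokinase promoter and grows in 40 µg/ml kanamycin; loss of luminescence reflects streptokinase promoter inhibition or plain growth inhibition; 0% = median of DMSO wells and 100% = positive control at its reference dose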
# ANO1 activ – activates or potentiates the mouse TMEM16A chloride channel; HEK293 TMEM16A/YFP-H148Q/I152L, iodide quench fluorescence; active compounds read low; B-score at 10 µM; 340,000 tested, 0.3% active; Q8BHY3;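 active = fluorescence-ratio B-score plate-corrected deviation score at least 3 library SD below zero, with starting fluorescence score within 5 deviations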;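 also: channel opened by trigger with iodide after compound preincubation; score built on the fluorescence ratio of max minus min over baseline; more negative score means more quench and so TMEM16A activation or potentiation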
# MrgX1 antag – antagonists of human MrgX1 receptor | 310,000 tested, 1.3% active | AID 588676 | MRGX1-HEK293 calcium flux, Fluo-4, BAM8-22 antagonism; active compounds read low | Q96LB2 | B-score at 10 µM;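 active = calcium-response B-score plate-corrected more than 3 library SD below zero, starting fluorescence within 5 deviations, no agonist response on first addition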;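 also: peak minus trough fluorescence over baseline after final BAM8-22 challenge near maximal dose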
# Target sequence (Q96LB2 whole entry, looked up): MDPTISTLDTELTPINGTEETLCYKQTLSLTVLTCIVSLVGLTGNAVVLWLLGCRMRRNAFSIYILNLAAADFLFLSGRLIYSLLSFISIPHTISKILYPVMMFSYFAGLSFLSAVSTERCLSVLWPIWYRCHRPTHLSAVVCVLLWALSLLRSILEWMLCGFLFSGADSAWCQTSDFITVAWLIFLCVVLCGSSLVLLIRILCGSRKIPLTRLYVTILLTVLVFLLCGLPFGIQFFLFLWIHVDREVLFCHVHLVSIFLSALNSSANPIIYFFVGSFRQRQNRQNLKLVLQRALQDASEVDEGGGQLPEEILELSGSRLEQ
# MrgX1 PAM – allosterically activates human MrgX1 receptor signaling; MrgX1-HEK293, Fluo-4 calcium flux, FDSS; active compounds read high; B-score at 10 µM; 310,000 tested, 0.63% active; AID 588675;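 active = plate-corrected calcium response at least 3 library SD above typical, normal starting fluorescence, not activating the receptor alone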;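 also: compound read alongside a low EC10 to EC30 dose of BAM8-22 agonist; peak minus trough fluorescence over baseline measured at the second addition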
# MrgX1 agonist – agonists of human MrgX1 receptor. B-score at 10 µM. 310,000 tested, 0.44% active. MrgX1-HEK293 cells, Fluo-4 calcium fluorescence, agonist mode; active compounds read high;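 active = calcium response B-score plate-corrected fluorescence ratio at least 3 library SD, with starting fluorescence B-score inside 5 SD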
#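 times = overnight plating, then 30 min 37 °C plus 30 min room-temperature dye loading | assay system = stable human MrgX1 HEK293 cell line | input = fifteen thousand cells per well | signal = kinetic calcium dye fluorescence, Fluo-4 NW | dosing = compound delivered in addition one of three | read-out = B-scored fluorescence response ratio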
# TRPC4 potent – allosteric potentiators of mouse TRPC4 channel. HEK293 TRPC4beta/mu-opioid, DAMGO EC20, Fluo-4 Ca2+ flux; active compounds read high. B-score at 10 µM. 310,000 tested, 0.42% active. AID 2227;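 active = B-score of calcium response area above 5 SD of library B-scores, with initial fluorescence ratio within 5 SD of library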;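 also: B-score of integrated fluorescence ratio over time as area under calcium response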
# TRPC4 agonist – opens the mouse TRPC4 cation channel; 310,000 tested, 0.49% active; B-score at 10 µM; Q9QUQ5; HEK293 TRPC4beta/mu-opioid, Fluo4 calcium fluorescence; active compounds read high;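 active = B-score above 5 SD of library B-scores, and initial fluorescence ratio not above library mean plus 5 SD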;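 also: positive B-score marks a calcium rise read as TRPC4 activation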
#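 Assay system: HEK293 cells stably co-expressing mouse TRPC4beta and mu-opioid receptor / Timing: Fluo4 dye loading 45 min at room temperature, 110 s recording / Signal: Fluo4 calcium-sensitive dye fluorescence, kinetic, 1 Hz baseline / Read-out: integrated baseline-normalised fluorescence ratio, converted to per-well B score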
# TRPC6 inh – blocks the mouse TRPC6 cation channel. AID 2553. 310,000 tested, 1.1% active. B-score at 10 µM. HEK293-TRPC6, membrane potential dye, ACh-evoked depolarization; active compounds read low;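 active = B-score under library mean minus 3 SD, initial fluorescence not abnormally high, positive integrated signal ratio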;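 also: B-score derived from integrated fluorescence ratio over the kinetic read; more negative B-score means stronger inhibition of depolarization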
# TMEM16A inh – mouse TMEM16A channel inhibition, primary screen; HEK293 TMEM16A/YFP iodide influx fluorescence, ionomycin; normalized B-score (activity score, 25-100; higher = stronger inhibition) at 10 µM; 310,000 tested, 1.2% active; AID 588511;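 active = ratio plate-corrected score three or more library SD toward inhibition, starting fluorescence score within five deviations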;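 also: score derived from kinetic fluorescence span divided by baseline fluorescence per well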
# TRPC6 activator – activators of mouse TRPC6 channel | Q61143 | HEK293-TRPC6 membrane potential dye fluorescence; active compounds read high | B-score at 10 µM | 310,000 tested, 0.13% active | AID 2550;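 active = B-score of the integrated fluorescence ratio above library mean plus 3 SD, and starting fluorescence ratio within library mean plus 5 SD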;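 also: higher score means more depolarization so channel activation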
# The depositor's hits bear a star; i = inactive; . = not tested or not shown. An unsorted share of the library; about 6.7% have a hit in one of these screens.
# Fields: TRPC4 block	SKKanGAS inh	ANO1 activ	MrgX1 antag	MrgX1 PAM	MrgX1 agonist	TRPC4 potent	TRPC4 agonist	TRPC6 inh	TMEM16A inh	TRPC6 activator
Cc1nc(-c2cccc(NS(=O)(=O)c3cccc4ccccc34)c2)cs1
  i	0	i	i	i	i	i	i	i	i	i
COc1cc(CNn2cnnc2)ccc1OCC(=O)NC1CCCCC1
  i	-2	i	i	i	i	i	i	i	i	i
Cc1ccccc1C(=O)N/N=C/c1cccc2ccccc12
  i	3	i	i	i	i	i	i	i	i	i
CSc1ccccc1NC(=S)Nc1cc(C)cc(C)c1
  i	-1	i	i	i	i	i	i	i	i	i
COc1ccccc1N(C)S(=O)(=O)c1ccc(C(=O)N2CCCc3ccccc32)cc1
  i	9	i	i	i	i	i	i	i	i	i
COc1ccc(C2CC(O)(c3ccccc3)Oc3cc(OC)ccc32)cc1 (stereo not given)
  .	7	i	i	i	i	i	i	i	i	i
CCCCN(C(=O)CSc1nnnn1-c1ccccc1OC)C1CCS(=O)(=O)C1 (stereo not given)
  i	-8	i	i	i	i	i	i	i	i	i
Cn1c(CSCc2ccc(F)cc2)n[nH]c1=S
  i	1	i	i	i	i	i	i	i	i	i
NC(=O)c1ccc(NC(=O)COc2cccc3c2CCNC3=O)cc1
  i	-1	i	.	.	.	i	i	i	.	i
O=C(/C=C/c1ccc(F)cc1)N1CCCc2ccccc21
  i	17	i	i	i	i	i	i	i	i	i
N#C/C(=C(/O)CSc1ccccn1)c1nc2ccccc2s1
  i	0	i	i	i	i	i	i	i	i	i
CC1=CC=CC2=N/C(=N\S(=O)(=O)c3ccc(F)cc3F)c3ccccc3CN12
  i	-6	i	i	i	i	i	i	i	i	i
N#Cc1cc(S(=O)(=O)N2CCOCC2)ccc1N1CCOCC1
  i	-4	i	i	i	i	i	i	i	i	i
CC(=O)NC1(C(F)(F)F)NC(=O)N(CCc2ccccc2)C1=O (stereo not given)
  i	-2	i	i	i	i	i	i	i	i	i
Cc1nc(C)c(-c2csc(Nc3ccc(S(N)(=O)=O)cc3)n2)s1
  i	-5	i	i	i	i	i	i	i	i	i
CCN(CC(=O)Nc1c(F)cccc1F)C(=O)CSc1nc(C)cc(C)n1
  i	1	i	i	i	i	i	i	i	i	i
CCOC(=O)/C(=N\Nc1ccccc1Cl)N1CCN(C)CC1
  i	0	i	i	i	i	i	i	i	i	i
CC(C)(O)C#Cc1ccc(CN2CCCC(CNC(=O)c3ccco3)C2)cc1 (stereo not given)
  i	2	i	i	i	i	i	i	i	i	i
CCN1C(c2ccccc2)=C(c2ccccc2)S/C1=C\C=C1/SC(=S)N(C)C1=O
  i	11	i	i	i	i	i	i	i	i	i
Cc1ccccc1OCC(=O)Nc1ccccc1NC(=O)c1ccco1
  i	-4	i	i	i	i	i	i	i	i	i
Cc1cc(C)cc(NC(=O)CN2CCN(c3ccccc3)CC2)c1
  i	-4	i	i	i	i	i	i	i	i	i
COc1ccc(-c2nc(CN3CCCCC3c3cccnc3)c(C)o2)c(F)c1 (stereo not given)
  i	7	i	i	i	i	i	i	i	i	i
CC1(C)O[C@@H]2C[C@H]3[C@@H]4CCC5=CC(=O)CC[C@]5(C)[C@@]4(F)[C@@H](O)C[C@]3(C)[C@]2(C(=O)CCl)O1
  .	.	i	i	i	i	.	.	.	i	.
Cc1c(C(c2cccc(Br)c2)c2c(C)n(C)n(-c3ccccc3)c2=O)c(=O)n(-c2ccccc2)n1C
  i	-1	i	i	i	i	i	i	i	i	i
OC[C@H]1O[C@H](OCc2ccccc2)[C@H](O[C@@H]2OC[C@@H](O)[C@H](O)[C@H]2O)[C@@H](O)[C@@H]1O
  i	5	i	i	i	i	i	i	i	i	i
CCC(C)Sc1nc2c(c(=O)[nH]c(=O)n2C)n1CC(O)COc1ccccc1C (stereo not given)
  i	0	i	i	i	i	i	i	i	i	i
CN1C(=O)[C@H]2[C@@H](C3CC3)N3C(=O)CN(Cc4ccccc4)C(=O)[C@@]3(C)[C@H]2C1=O
  i	-2	i	i	i	i	i	i	i	i	i
CN(/N=C/c1cccnc1)c1cnc2ccccc2n1
  i	-1	i	i	i	i	i	i	i	i	i
COC(=O)C1=C(C)NC(C)=C(C(=O)OC)C1c1ccco1
  i	2	i	i	i	i	i	i	i	i	i
O=C(COc1ccc([N+](=O)[O-])cc1)Nc1nc(-c2ccccn2)cs1
  i	57*	i	i	i	i	i	i	i	i	i
CCOC(=O)CN(C(=O)CNC(=O)c1cccs1)C(C(=O)NC1CCCCC1)c1cccs1 (stereo not given)
  i	-13	i	i	i	i	i	i	i	i	i
Cc1sc(NC(=O)CSc2nnc(COc3ccccc3)n2C)c(C#N)c1C
  i	-3	i	i	i	i	i	i	i	i	i
COc1cc(O)c(C(CC(=O)N2CCN(c3ccccc3)CC2)c2ccc3c(c2)OCO3)c(OC)c1 (stereo not given)
  i	6	i	i	i	i	i	i	i	i	i
COc1ccc(-c2cn3cccnc3n2)cc1NS(=O)(=O)c1ccccc1
  i	-12	i	i	i	i	i	i	i	i	i
COc1ccc(/C=N/NC(=O)c2cc(-c3ccccc3)nc3ccccc23)cc1O
  i	13	.	i	i	i	i	i	i	i	i
O=C(CSc1nnc(-c2cccnc2)n1Cc1ccccc1)NCc1ccco1
  i	-4	i	i	i	i	i	i	i	i	i
Cc1[nH]c(-c2ccc3c(c2)OCO3)nc1C(=O)O
  i	-1	i	i	i	i	i	i	i	i	i
O=C(NNC(=O)c1ccccc1-c1ccccc1C(=O)O)c1ccccc1
  i	-5	i	i	i	i	i	i	i	i	i
CC(C)(C)Nc1cccccc1=O
  i	-1	i	i	i	i	i	i	i	i	i
CCOC(=O)C1C(c2ccc(OC)cc2)N(C)OC1(O)C(F)(F)F (stereo not given)
  i	17	i	i	i	i	i	i	i	i	i
CCN1C(=O)C(CC(=O)Nc2ccc(F)cc2)N(CCc2ccc(OC)cc2)C1=S (stereo not given)
  i	7	i	i	i	i	i	i	i	25*	i
CC(C)Cn1c(N)c(C(=O)CSc2nc3ncc(Cl)cc3[nH]2)c(=O)n(C)c1=O
  i	-11	i	i	i	i	i	i	i	i	i
COCCCN(C(C)=O)c1nc(-c2ccc(OC)cc2)cs1
  i	1	i	i	i	i	i	i	i	i	i
CCOC(=O)c1sc(N2C(=O)C(O)=C(C(=O)c3ccco3)C2c2cccc(Cl)c2)nc1C (stereo not given)
  i	63*	i	i	i	i	i	i	i	25*	i
COc1ccc(/C=N/NC(=O)c2ccc3c(c2)OCCO3)cc1[N+](=O)[O-]
  i	-5	i	i	i	i	i	i	i	i	i
COc1cc(CN2CCN(c3ncccn3)CC2)cc(OC)c1
  i	1	i	i	i	i	i	i	i	i	i
O=C1[C@@H]2CSCN2C(=O)CN1Cc1ccc(F)cc1
  i	3	i	i	i	i	i	i	i	i	i
CCSc1nnc(NC(=O)C(C)Sc2nc3ccccc3[nH]2)s1 (stereo not given)
  i	-8	i	i	i	i	i	i	i	i	i
O=C(c1cccc(S(=O)(=O)NCCOc2ccccc2)c1)N1CCN(c2ncccn2)CC1
  i	-5	i	i	i	i	i	i	i	i	i
Cc1noc(C)c1CSc1ncnc2sc(C)c(C)c12
  i	21	i	i	i	i	i	i	i	i	i
CC(C)C(=O)Nc1nnc(Sc2ccc(N(C)C)cc2)s1
  i	-1	i	i	i	i	i	i	i	i	i
O=C(CN1C(=O)c2cccc3cccc1c23)N1CCN(c2ccccc2)CC1
  i	-4	i	i	i	i	i	i	i	i	i
Cc1cc(C)c(S(=O)(=O)N(C)c2ccccc2)c(C)c1
  i	-2	i	i	i	i	i	i	i	i	i
CC(C)(C)C(=O)CSc1nc2ncc(Br)cc2[nH]1
  i	-12	i	i	i	i	i	i	i	i	i
Cc1cccc2c1-c1sc(C(=O)N3CCc4ccccc4C3)cc1CO2
  i	24	i	i	i	i	i	i	i	i	i
N/C(=N\OC(=O)c1ccc(Cl)c([N+](=O)[O-])c1)c1ccccc1
  i	-7	i	i	i	i	i	i	i	i	i
CC(C)c1ccc(NC(=O)C2CCN(C(=O)[C@@H]3Cc4ccccc4CN3)CC2)cc1
  i	2	i	i	i	i	i	i	i	i	i
CNc1ccc(/C=C(\C#N)C(=O)Nc2ccccn2)cc1[N+](=O)[O-]
  i	1	i	i	i	i	i	i	i	i	i
Cc1ccc(/C=N/NC(=O)NN(C)c2ncc(C(F)(F)F)cc2Cl)cc1
  i	4	i	i	i	i	i	i	i	i	i
CC(C)(C)OC(=O)NN1CC(=O)N2Cc3[nH]c4ccccc4c3C[C@H]2C1=O
  i	4	i	i	i	i	i	i	i	i	i

# Other results:
# Fields: TRPC4 block	SKKanGAS inh	ANO1 activ	MrgX1 antag	MrgX1 PAM	MrgX1 agonist	TRPC4 potent	TRPC4 agonist	TRPC6 inh	TMEM16A inh	TRPC6 activator
COc1cc2c(cc1NC(=O)CN1C(=O)NC3(CCc4ccccc43)C1=O)oc1ccccc12 (stereo not given)
  i	43	i	i	i	i	i	i	i	i	i
CCOC(=O)COc1nc(-c2ccco2)cc(-c2ccco2)c1C#N
  i	7	i	i	i	i	i	i	i	i	i
COC(=O)c1c(NC(=O)C(Cl)Cl)sc2c1C(C(=O)OC)CC2 (stereo not given)
  i	0	i	i	i	i	i	i	i	i	i
Cc1ccc(O)c(C2=Nc3ccccc3N=C(c3cccc([N+](=O)[O-])c3)C2)c1
  i	6	i	i	i	i	i	i	i	i	i
COCCCn1c(C(=O)N2CCOCC2)cc2c(=O)n3cccc(C)c3nc21
  i	0	i	i	i	i	i	i	i	i	i
Cn1ccc2cc(NC(=O)Nc3cccnc3)ccc21
  i	1	i	i	i	i	i	i	i	i	i
CC(=O)c1c(C)[nH]c(C(=O)OC2CCCCC2=O)c1C (stereo not given)
  i	-8	i	i	i	i	i	i	i	i	i
